NPR1 activator = GC-A stimulated cGMP production enhancers – HEK293 GC-A cells, cGMP TR-FRET, EC30 ANP, primary screen. actives 0.14% (n = 370,000). 0% at EC30 ANP, 100% saturating ANP. Atrial natriuretic peptide receptor 1 (Homo sapiens), P16066. activation, % at 10 µM; in the data active means activation above about 40%
sPLA2-III inh = human group III sPLA2 inhibitors, primary screen, biochemical, QFRET, BODIPY PC-A2 liposome substrate. Group 3 secretory phospholipase A2 (Homo sapiens), Q9NZ20. QFRET BODIPY PC-A2 liposome hydrolysis, fluorescence. inhibition, % at 12.2 µM. actives 0.56% (n = 370,000). AID 743126, 2013;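 active means inhibition above mean plus 3 SD of compounds lying within the high and low control bounds, cut at about 19% in these data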;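 further: 0% = median of test compound wells and 100% = no enzyme DMSO wells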
Target sequence (Q9NZ20 whole entry, looked up): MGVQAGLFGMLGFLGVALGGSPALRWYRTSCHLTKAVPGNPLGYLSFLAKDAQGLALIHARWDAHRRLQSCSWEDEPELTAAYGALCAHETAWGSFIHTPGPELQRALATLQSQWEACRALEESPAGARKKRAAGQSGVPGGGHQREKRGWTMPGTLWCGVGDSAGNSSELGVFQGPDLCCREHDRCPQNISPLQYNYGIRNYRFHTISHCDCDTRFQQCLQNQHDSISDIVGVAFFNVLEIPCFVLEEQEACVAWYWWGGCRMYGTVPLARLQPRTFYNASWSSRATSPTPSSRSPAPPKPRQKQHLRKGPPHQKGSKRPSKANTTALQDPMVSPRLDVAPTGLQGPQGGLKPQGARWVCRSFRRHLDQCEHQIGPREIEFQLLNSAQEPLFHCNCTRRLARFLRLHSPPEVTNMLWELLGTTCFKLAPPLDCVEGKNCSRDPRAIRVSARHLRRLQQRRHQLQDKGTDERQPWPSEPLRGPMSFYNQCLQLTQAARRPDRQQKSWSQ
DAX1 inh-1 = DAX1 (NR0B1) inhibitors, primary screen, cell-based, HEK293, Gal4-DAX1, luciferase luminescence; inhibition, % at 6.75 µM; HEK293 Gal4-DAX1 luciferase reporter; Nuclear receptor subfamily 0 group B member 1 (Homo sapiens), P51843; actives 0.99% (n = 340,000); AID 504766, 2011;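 active means inhibition above the mean over all tested compounds plus 3 SD, cut at about 4.2% in these data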;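 further: 0% = DAX1-transfected cells with DMSO and 100% = empty-vector control cells with DMSO; inhibition shows as a rise in luminescence from relieved DAX1 repression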
Target sequence (P51843 207-470 limits assumed): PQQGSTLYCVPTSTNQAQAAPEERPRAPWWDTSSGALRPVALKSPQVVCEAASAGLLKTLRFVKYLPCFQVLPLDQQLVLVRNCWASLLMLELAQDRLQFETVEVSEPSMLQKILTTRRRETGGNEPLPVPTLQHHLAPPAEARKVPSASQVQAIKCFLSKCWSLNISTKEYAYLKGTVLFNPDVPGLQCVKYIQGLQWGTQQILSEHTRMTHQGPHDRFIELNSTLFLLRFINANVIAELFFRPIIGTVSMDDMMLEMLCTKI
GC-B act = human GC-B receptor activators, primary screen, HEK293 GC-B cells, cGMP TR-FRET, EC30 CNP. actives 0.11% (n = 370,000). activation, % at 10 µM. AID 1920062, 2024. 0% at EC30 CNP, 100% saturating CNP. Atrial natriuretic peptide receptor 2 (Homo sapiens), P20594;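 active means activation at 10 µM reaching about 35% in either raw or pattern-adjusted values, limit read from the data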
GAA850 FXN act = FXN promoter activators, primary screen, cell-based, luciferase luminescence, HEK293 lucGAA850 | AID 540364, 2011 | actives 0.56% (n = 360,000) | HEK293 lucGAA850 FXN promoter luciferase reporter, 24 h; percent of 10 µM SAHA response | activation, % at 6 µM;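 active means activation above the average of all compounds screened plus 3 SD, cutoff fixed separately per campaign, cut at about 7.5% in these data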;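 further: 0% = DMSO wells and 100% = 10 µM SAHA wells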
DAX1 inh-2 = DAX1 (NR0B1) inhibitors on StAR promoter, primary screen, cell-based, luminescence, SF-1 (NR5A1), full-length DAX-1. inhibition, % at 6.8 µM. HEK293T StAR-luciferase reporter, SF-1/DAX-1 repression relief. AID 652010, 2013. actives 1.1% (n = 370,000);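 active means inhibition above the mean over all tested compounds plus 3 SD, cut at about 3.6% in these data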;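 further: 0% = DAX-1 cells with DMSO and 100% = cells lacking DAX-1 with DMSO; higher inhibition means more luminescence from relief of DAX-1 repression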
hcDAF-12 act = H. contortus DAF-12 nuclear receptor activators, primary screen, cell-based, luminescence, HEK293, lit1-tk-luc reporter | HEK293 hcDAF-12 lit1-tk-luc reporter; 0% DMSO, 100% Δ7-dafachronic acid | activation, % at 6.8 µM | actives 1.4% (n = 370,000) | AID 652067, 2013;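 active means activation above the mean of all tested compounds plus 3 SD, cut at about 5.5% in these data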;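 further: 100% = response to 3 µM Δ7-dafachronic acid high control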
hgDAF-12 ag = H. glycines DAF-12 receptor agonists, primary screen, cell-based, luminescence, HEK293, GAL4 fusion, UAS-luciferase. Nuclear hormone receptor DAF-12 (Heterodera glycines), GAL4 fusion. HEK293 GAL4-hgDAF12 UAS-luciferase reporter, agonist luminescence; normalized to butyrate control. activation, % at 6.8 µM. actives 1.8% (n = 370,000). AID 687014, 2013;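 active means activation above a cutoff set at the mean of all screened compounds plus 3 SD, cut at about 10% in these data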;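 further: 0% = DMSO wells and 100% = sodium butyrate wells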
ssDAF-12 act = S. stercoralis DAF-12 nuclear receptor activators, primary screen, cell-based, luminescence, HEK293, GRIP1 co-expression, lit1-tk-luc. actives 1% (n = 370,000). AID 652126, 2013. activation, % at 6.8 µM. HEK293 ssDAF-12/GRIP1 lit1-tk-luc reporter; % of 3 µM dafachronic acid response. Nuclear hormone receptor DAF-12 (Strongyloides stercoralis);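 active means activation above the mean over all tested compounds plus 3 SD, cut at about 0.9% in these data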;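 further: 0% = DMSO-only wells and 100% = 3 µM delta7-dafachronic acid wells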
SMARCA2 activ = SMARCA2 (BRM) function activators, primary screen, cell-based, luminescence, high throughput; MG213 cells, MMTV-luciferase reporter, dexamethasone, overnight; activation, % at 9.1 µM; AID 652017, 2013; actives 1% (n = 370,000); in the data active means activation above about 7.8%;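 further: 0% = vehicle wells and 100% = reference activator wells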
proKLK7 act = proKLK7 zymogen activators, primary screen, biochemical, fluorescence intensity; Kallikrein-7 (Homo sapiens), P49862; purified proKLK7, EDANS-DABCYL substrate fluorescence; 100% is mature enzyme control, 0% vehicle; activation, % at 7 µM; actives 0.9% (n = 370,000); AID 652039, 2013;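 active means activation above the mean of all tested compounds plus 3 SD, computed per campaign excluding outliers beyond control limits, cut at about 13% in these data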
Target sequence (P49862 whole entry, looked up): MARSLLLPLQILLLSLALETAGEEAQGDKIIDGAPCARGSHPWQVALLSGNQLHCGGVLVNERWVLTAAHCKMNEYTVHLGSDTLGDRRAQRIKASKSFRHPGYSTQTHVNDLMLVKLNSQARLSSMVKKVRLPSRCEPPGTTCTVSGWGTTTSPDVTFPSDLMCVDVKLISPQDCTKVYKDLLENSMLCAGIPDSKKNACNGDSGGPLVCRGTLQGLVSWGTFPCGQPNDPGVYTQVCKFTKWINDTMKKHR
Numbers without * were called inactive; / = not tested or not shown.

Start of the listing, in advance (two entries):
SMILES	NPR1 activator	sPLA2-III inh	DAX1 inh-1	GC-B act	GAA850 FXN act	DAX1 inh-2	hcDAF-12 act	hgDAF-12 ag	ssDAF-12 act	SMARCA2 activ	proKLK7 act
Cc1ccc(Nc2ncc3c(n2)CC(C)CC3=O)c(C)c1 (stereo not given)	-2	0	4.1	2	1.6	2.0	7.1*	10	0.1	8.2*	0.5
CCC(C)Sc1cccc(-c2nc3cnccn3c2NC2CCCCC2)c1 (stereo not given)	15	3	-0.9	7	1.1	-0.6	-2.3	-2.8	-1.7	2	-117

This part in full, from the start:
SMILES	NPR1 activator	sPLA2-III inh	DAX1 inh-1	GC-B act	GAA850 FXN act	DAX1 inh-2	hcDAF-12 act	hgDAF-12 ag	ssDAF-12 act	SMARCA2 activ	proKLK7 act
Cc1ccc(Nc2ncc3c(n2)CC(C)CC3=O)c(C)c1 (stereo not given)	-2	0	4.1	2	1.6	2.0	7.1*	10	0.1	8.2*	0.5
CCC(C)Sc1cccc(-c2nc3cnccn3c2NC2CCCCC2)c1 (stereo not given)	15	3	-0.9	7	1.1	-0.6	-2.3	-2.8	-1.7	2	-117
Cc1cc(C)nc(NC(=S)N2CCN(c3ccc(Cl)c(Cl)c3)CC2)c1	3	9	/	-12	/	/	-3.7	2.3	-1.8	/	/
COc1cc(C2SC(C)C(=O)N2CCc2ccccc2)cc(OC)c1OC (stereo not given)	-12	11	0.9	-7	1.8	0.1	-1.4	-2.3	-1.0	-3	0.1
O=C(NNC1=Nc2ccccc2SC1)c1cccc([N+](=O)[O-])c1	0	7	/	1	-1.6	-1.0	-2.3	-4.0	-1.6	-4	-0.4
Cc1cccnc1NC(=O)C1CC(=O)N(c2ccc3c(c2)OCCO3)C1 (stereo not given)	5	4	1.7	7	-0.6	0.7	0.0	0.1	-1.2	-2	0.0
O=C(Nc1ccccc1N1CCCC1)C1CCN(S(=O)(=O)c2ccccc2C(F)(F)F)CC1	0	-4	-0.1	-2	-4.7	0.0	0.3	-2.7	-1.4	-4	-0.4
Cc1ccc(NS(=O)(=O)c2ccc(-n3cccn3)cc2)cc1C	1	-21	0.2	-3	-1.5	-0.5	-1.7	1.4	-1.1	-3	0.8
COC(=O)c1c(NC(=O)CS(=O)(=O)c2ccccc2)sc(C)c1C	0	-29	-0.7	1	-3.3	-2.0	-1.7	-2.4	-0.7	-3	-0.2
C[C@H](NS(=O)(=O)c1ccccc1F)C(=O)OCC(=O)Nc1ccc2c(c1)OCCO2	0	9	0.8	0	1.0	-0.3	0.0	-0.4	-1.1	-5	-0.7
Cc1ccc(NC(=S)NN(C)c2nc(C)cnc2C)cc1	1	4	-0.6	-7	1.1	0.9	-0.3	1.9	-1.2	0	0.5
CC(C)(C)c1ccc(CC(=O)N2CCC2(C)C(=O)NS(=O)(=O)c2cccc(Cl)c2)cc1 (stereo not given)	-1	-31	/	-1	-0.3	-0.3	-1.4	0.8	-1.0	3	0.4
CNc1nnc(CSc2nc(C)cc(C)n2)s1	0	4	0.0	2	0.8	0.6	-2.4	-0.3	-1.1	-1	-0.7
CC(C)(C)c1ccc(C(=O)Nc2cc(Cl)ccc2-c2nn[nH]n2)cc1	-1	-93	/	-6	/	/	3.2	1.0	-1.1	/	/
CCO[C@H]1OC(C(=O)NCc2nc3ccccc3[nH]2)=C[C@@H](c2ccc(C(F)(F)F)cc2)[C@@H]1CCCO	0	-34	-0.6	7	-4.5	-0.2	-1.6	-2.1	-0.9	-2	0.5
CCOc1cc(/C=N/Nc2nc(-c3cccs3)c(NC(C)=O)s2)ccc1O	-4	8	-2.4	1	-0.6	-1.5	1.6	0.6	-1.1	-4	-1.1
O=C(c1ccccc1)N1CCN(CC#Cc2ccccc2)CC1	1	-1	1.8	-6	1.9	-0.1	-0.7	1.9	-1.0	5	-0.9
O=C1C(=O)N(Cc2ccc(-c3ccc(F)nc3)cc2)c2ccc(OC(F)(F)F)cc21	-22	15	/	-21	/	/	1.0	-9.8	-1.4	/	/
O=C(Nc1ccc(Br)cc1)C(c1ccccc1)c1ccccc1	2	-3	0.0	-2	-3.2	0.3	1.9	-0.1	-1.1	1	0.2
CC(O)c1cccc(NC(=O)CCCc2ccccc2)c1 (stereo not given)	-1	-2	3.0	2	0.1	0.0	-1.0	3.9	-1.1	4	0.3
Cc1cccnc1N=O	-1	9	/	-2	/	0.8	-0.3	2.1	-1.1	-4	0.2
O=C(CCCN1CCC(NC(=O)c2ccccc2)CC1)c1ccc(Cl)cc1	1	-5	-0.2	-3	1.7	0.4	-1.3	-0.5	-1.0	0	-0.4
Cc1ccc(CC(=O)NCc2ccc(F)cc2)cc1	-3	-1	-0.9	-2	-4.4	-1.5	0.1	-0.4	-1.9	0	-0.4
CC1(C)Cc2c(sc3c2C(=O)N(c2ccccc2)C2=NCCCN23)CO1	4	-1	0.4	-3	0.7	0.3	0.8	4.2	-1.3	-3	0.1
COC(=O)[C@H](Cc1ccccc1)NC(=O)N1CCCCC1	0	-5	1.0	3	1.2	-0.6	-0.2	-0.2	0.2	-1	0.2
Cc1ccc([N+](=O)[O-])c(OCCN2CCCCCC2)c1	2	11	2.1	6	2.5	-0.2	-1.1	0.3	-1.0	-1	0.6
CC1Oc2ccccc2N(CC(=O)c2ccc(F)cc2)C1=O (stereo not given)	2	1	0.2	-7	0.2	-0.3	-2.1	3.9	-0.5	-1	0.0
O=C(COc1ccccc1)NC1CCCN(Cc2ccccc2F)C1 (stereo not given)	0	7	-0.4	-2	2.5	-0.3	-1.4	-1.6	-1.5	6	0.8
COC1C(=O)CCC2(CO2)C1(O)C1(C)OC1CC=C(C)C (stereo not given)	1	1	/	9	-2.9	-1.7	0.4	1.9	-1.8	3	0.5
Cc1c(C)c2ccc(OCC(=O)Nc3nccs3)cc2oc1=O	1	1	-2.1	-3	3.0	1.4	5.2	11*	0.1	0	1.7
Cc1ccc(C(=O)N2CC(=O)Nc3ccc(C)cc3C2c2ccccc2)cc1 (stereo not given)	-22	-2	0.7	-7	0.7	-0.3	-0.8	-0.1	-0.9	-1	0.2
O=C1CN(C(=O)COc2ccc(Cl)cc2Cl)c2ccccc2N1	5	-6	1.8	-1	1.3	-0.2	2.2	0.5	-1.4	0	0.2
COc1cc(NC(=O)c2ccco2)c(OC)cc1NC(=O)Nc1cccc(Cl)c1	-5	-17	0.2	3	2.6	-0.1	-1.4	-2.4	-1.8	-1	-22
CN(C)c1ccc(-c2ccnc3c2CC(C)(C(=O)NCc2ccncc2)O3)cc1 (stereo not given)	-1	-2	/	-3	1.0	-2.0	-0.6	-2.3	-2.2	-2	4.1
Cc1cccc(C)c1OCc1cc(C(=O)N2CCNC(=O)C2)no1	-2	-1	1.1	-3	1.8	0.6	-0.2	3.1	-1.2	-2	-0.1
CCN(CC)CC(=O)Nc1sc(C)c(C)c1C(=O)c1ccc(C)cc1	-1	4	-1.0	1	0.4	-1.3	-1.9	-1.6	-2.3	0	-0.3
O=C(NC(c1ccc(Cl)cc1)c1cnccn1)C1CCN(Cc2cccc(C(F)(F)F)c2)CC1 (stereo not given)	-4	-12	/	2	-0.2	-0.2	-2.1	-1.7	-1.3	3	0.0
O=C(C[n+]1cccc(O)c1)Nc1ccc(Br)cc1	3	3	0.6	2	-1.1	0.1	-0.3	-0.1	-1.1	1	0.5
CCOc1ccc2nc(NC(=O)C3CCCN(S(=O)(=O)c4cccs4)C3)sc2c1 (stereo not given)	-4	-7	-0.3	-9	3.7	-1.2	-2.6	0.8	-1.6	-1	0.5
Cn1c(C(=O)NCC2CCCO2)cc2c(=O)[nH]c3ccccc3c21 (stereo not given)	5	-2	2.2	-1	0.6	0.3	-1.6	0.4	-0.7	-3	-0.2
CC(=O)c1c(C)nn(CC(=O)NC2CCCN(Cc3ccc(CC(C)C)cc3)C2)c1C (stereo not given)	3	-8	-0.5	-6	-0.6	-0.8	-3.5	-1.1	-1.9	-7	0.4
CC1CCC(NC(=O)c2ccc3snnc3c2)CC1 (stereo not given)	-6	10	0.3	-5	2.3	2.4	2.8	6.7	-0.6	2	-0.4
COc1ccccc1N1CCN(C(=O)CSc2nc3ccccc3c(=O)n2CC2CCCO2)CC1 (stereo not given)	-1	-2	0.4	5	-0.7	-1.3	-0.1	-1.6	-1.5	-2	0.2
Cc1ccc(OCCn2c(C)nc3ccccc32)cc1	5	2	-2.3	4	-0.9	-0.6	-3.1	-3.0	-1.9	-3	-0.7
O=C(NC1CC1)c1cc(F)c(F)cc1Cl	0	-2	-0.2	5	-0.7	0.0	-0.6	2.8	-1.3	4	0.1
CC(C)NC(=O)N(C)C[C@H]1Oc2ccc(NC(=O)Nc3ccc(C(F)(F)F)cc3)cc2C(=O)N([C@H](C)CO)C[C@@H]1C	4	-18	1.8	4	-1.6	0.0	-1.7	2.9	-0.8	-1	-0.2
Cc1ccc(Cl)cc1N1CCN(C(=O)C2CCC(=O)N2C(C)C)CC1 (stereo not given)	-1	-3	0.3	5	-1.4	0.7	0.1	2.0	1.7*	-1	-0.3
CS(=O)(=O)N(CC(=O)Nc1ccccc1)c1cccc(Cl)c1Cl	-9	-12	1.7	-4	-1.0	-0.8	-1.5	0.3	-1.4	-4	0.7
CC1CSc2nnc(CCc3ccccc3)n21 (stereo not given)	0	-3	-2.0	-2	0.6	1.1	-1.9	-1.3	-0.2	0	0.1
COc1ccc(C2(C(=O)NCCCN3CCOCC3)CCOCC2)cc1	5	-1	-0.3	1	-1.1	0.2	-1.3	-1.7	-1.1	-2	0.1
O=C(CCCOc1ccc(Cl)cc1Cl)N/N=C/c1ccccc1O	6	-7	-1.5	-2	-1.4	-1.4	-3.1	0.6	-0.6	-3	-3.9
CCOc1ccc2c(c1)/C(=C(\C(Cl)=C(Cl)Cl)[N+](=O)[O-])N2	18	-3	0.8	7	0.9	0.2	5.5	2.9	-0.3	1	18*
[O-]/[N+](=C/c1cccnc1)c1ccc(Br)cc1	8	0	2.9	8	3.2	0.9	2.5	1.5	0.1	5	-0.1
COc1cccc(NC(=O)Cn2cnc3sc(C)c(S(=O)(=O)N4CCN(C)CC4)c3c2=O)c1	-2	0	-0.4	1	2.4	0.1	-2.0	-2.3	-0.9	-1	-1.2
CC(=O)Nc1sc2c(c1-c1nc3ccccc3s1)CCN(C)C2	11	-60	/	-2	/	/	14*	4.9	0.4	/	/

Screens as filed in PubChem.
